Screening data from PubChem.
Statin myotox sup: protects C2C12 myotubes from simvastatin toxicity. ATP luminescence, 48 h; scaled: DMSO 0, geranylgeraniol control 100. rescue of ATP level, % at 7.49 µM. hit rate 0.78% among 330,000;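 active = mean ATP rescue above about 67%, or every replicate alone reaching that limit, limit read from the data, passing the limit was not always enough; inconclusive = no clear call, values can overlap the other calls; inactive = mean under the limit and some replicate under it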;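 note: myotubes were challenged with 10 µM simvastatin during compound exposure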
XiGFP reactiv: X-chromosome reactivation activator | XiGFP mouse fibroblasts, % GFP-positive cells imaging, 3 d; cells co-treated with 5-aza-dC sensitizer; scaled so ellipticine positive control = 100% | activation, % at 7.58 µM | hit rate 0.055% among 360,000 | AID 743238;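 active = mean normalized replicate activation at least 10% and every replicate at or above 10%; inconclusive = only one of the two criteria met; inactive = mean below 10% and not all replicates reach 10%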;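 note: 0% = median of on-plate neutral control wells and 100% = ellipticine 6 µM median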
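System: SV40-immortalized XiGFP fibroblast cells, line 68-5-11 / Incubation: 3-day compound exposure, then 15 min fixation at room temperature / Compound: single concentration per compound, delivered by pin transfer / Buffer or medium: DMEM plus 5-aza-dC sensitizer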
SIRT5 inh: inhibitors of human sirtuin-5 desuccinylase. Purified SirT5, succinyl-peptide AMC, trypsin-coupled fluorescence. inhibition, % at 15 µM. hit rate 1.1% among 330,000; in the data active = inhibition above about 15%; inconclusive = no clear call, values can overlap the other calls
Target sequence (Q9NXA8 whole entry, looked up): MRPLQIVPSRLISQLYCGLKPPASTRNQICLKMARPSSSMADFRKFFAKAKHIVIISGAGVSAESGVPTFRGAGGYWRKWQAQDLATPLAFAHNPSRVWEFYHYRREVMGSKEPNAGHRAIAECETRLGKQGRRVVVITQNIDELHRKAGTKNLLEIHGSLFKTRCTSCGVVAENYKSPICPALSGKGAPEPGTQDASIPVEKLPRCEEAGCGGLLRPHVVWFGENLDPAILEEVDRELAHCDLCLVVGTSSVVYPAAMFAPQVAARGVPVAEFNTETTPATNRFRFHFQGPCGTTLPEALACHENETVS
S100A4 inh HTS: inhibitors of human S100A4 binding to myosin IIA peptide. hit rate 0.14% among 360,000. P26447. AID 652163. inhibition, % at 10.7 µM. S100A4/TAMRA-MyoIIA peptide fluorescence polarization;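 active = mean inhibition of at least 70% across replicates, with every replicate also reaching that level; inconclusive = mean inhibition reaches 70% but some replicates fall short; inactive = mean inhibition below 70%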
Target sequence (P26447 whole entry, looked up): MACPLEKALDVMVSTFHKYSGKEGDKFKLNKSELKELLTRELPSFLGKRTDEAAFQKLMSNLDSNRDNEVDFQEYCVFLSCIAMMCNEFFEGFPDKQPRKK
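Test system: S100A4 monomer protein. Medium: HEPES buffer with Ca2+, pH 7.2. Reagent: fluorescent myosin IIA peptide, 5 nM. Compound dosing: single-point compound testing. Timing: 5 min between mix addition and reading. Benchmarks: DMSO neutral and TFP positive wells.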
PGC1a acetyl inh: lowers PGC1a acetylation signal in U2OS cells | AlphaScreen anti-acetyl-lysine; with virally co-expressed GCN5 acetyltransferase | inhibition, % at 15.6 µM | hit rate 0.17% among 350,000 | AID 651687;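 active = every replicate shows inhibition of at least 40%; inconclusive = mean inhibition at least 40% but some replicate below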;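 note: 0% = neutral control wells and 100% = positive control wells; some results beyond the cut were filed as inactive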
LGR2 inh: Drosophila LGR2 receptor signaling inhibition; HEK293 LGR2, CRE-luciferase, bursicon-stimulated, 4 h; inhibition, % at 9.99 µM; hit rate 0.35% among 380,000; AID 720647;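 active = drop in luminescence signal, shown as inhibition above about 50% in the replicate tests, limit read from the data, passing the limit was not always enough; inconclusive = probably only some replicates passing the limit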;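 note: agonist challenge used bursicon conditioned medium at about half maximal strength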
Cneo AK release: causes C. neoformans cell lysis | hit rate 0.2% among 360,000 | adenylate kinase release luminescence, 4 h; normalised: neutral wells 0, clomiphene wells 100 | lysis activity, % at 15 µM | AID 651654;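 active = mean lysis activity across replicates of at least 80%, whatever share of replicates individually reach that level; inactive = mean lysis activity below 80%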
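Material – log-phase Cryptococcus neoformans yeast cells · Input – 5 × 10^6 yeast cells/mL · Medium – fresh YPD growth medium · Doses – single compound concentration per well · Timing – static 4 h at 37 °C with compound, 1 h detection · Detection – adenylate kinase release luminescence · Read-out – signal increase indicating cell lysis · Control set – Clomiphene as positive lysis control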
ERAP1 HTS inh: blocks human ERAP1 aminopeptidase activity; Q9NZ08; recombinant ERAP1, Leu-AMC fluorescence, 60 min; inhibition, % at 10.7 µM; hit rate 0.15% among 340,000;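 active = mean replicate inhibition of at least 30%, or all replicates individually reaching that 30% level; inactive = mean below 30% and not every replicate reaching it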;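 note: 0% = neutral control wells and 100% = L-leucinethiol positive control wells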
* = called active by the depositor; u = inconclusive; x = not tested or not shown. The list is partial; rates above refer to the full screens.

molecule,XiGFP reactiv,SIRT5 inh,Cneo AK release,Statin myotox sup,S100A4 inh HTS,LGR2 inh,ERAP1 HTS inh,PGC1a acetyl inh
CCCCOP(=O)(c1ccc(N(C)C)cc1)C(Nc1ccccc1)c1ccccc1 (stereo not drawn),0.1,1,5,0,4,u,3,5
Cn1cnnc1SCC(=O)Nc1ccc(Oc2ccccc2)cc1,0.1,0,1,7,1,-17,1,x
Cc1sc2ncn(CC(=O)NCC3COc4ccccc4O3)c(=O)c2c1S(=O)(=O)N1CCCCC1 (stereo not drawn),0.3,-6,x,x,-2,6,-1,-3
COc1ccccc1N1CCN(CC(O)COCCOc2ccc(Br)cc2)CC1 (stereo not drawn),0.1,-5,x,x,2,14,3,x
CCN(CC)C1CCN(C(=O)CCc2nnc(CCCCc3ccccc3)o2)C1 (stereo not drawn),0.0,-4,x,x,7,-9,-5,13
COc1ccc(NC(=O)Nc2ccc3c(c2)C(=O)N([C@H](C)CO)C[C@H](C)[C@H](CN(C)C(=O)Nc2ccc(F)cc2)O3)cc1,-0.1,4,-4,-6,15,-9,3,7
COc1cc(Cl)c(C)cc1NC(=O)CCCn1c(=O)oc2ccccc21,0.0,-1,x,x,-5,2,-1,x
O=C(Nc1ccccc1F)c1ccc(CN2CCc3ccccc3C2)cc1,0.0,-4,0,-2,1,-2,-1,-14
O=S(=O)(NC1CCCCC1N1CCN(c2ccc(F)cc2)CC1)c1ccccc1 (stereo not drawn),0.1,-2,-3,-2,-3,-3,-4,7
Cc1ccc(S(=O)(=O)Nc2ccc3c(c2)C(=O)N([C@@H](C)CO)C[C@H](C)[C@H](CN(C)C(=O)Nc2cccc4ccccc24)O3)cc1,-1.0,3,-6,14,30,-1,2,2
Cc1c(NC(=O)CSCc2ccc(Cl)cc2Cl)cccc1C(=O)O,0.0,-1,-3,6,-20,-5,-6,x
O=C1[C@H]2C(c3ccccc3)=NN(c3ccccc3)[C@H]2C(=O)N1c1ccccc1,0.2,-3,x,x,6,1,-2,-2
CCOC(=O)C1C(=O)OC(C)(C)C1C(CC)C(=O)c1c(C)cc(C)cc1C (stereo not drawn),0.0,-1,9,x,4,-1,x,-19
C[C@@H](O)C#Cc1ccc([C@H]2[C@@H](CO)N3CCCCN(C(=O)Nc4ccccc4)C[C@@H]23)cc1,0.3,4,-2,22,-1,-9,0,8
O=C(NNC(=O)c1ccc(F)cc1F)c1ccc2c(c1)OCO2,0.0,-7,x,x,1,x,-2,x
COc1cccc(-n2ccnc2SCC(=O)Nc2ccccc2F)c1,0.2,x,x,x,-2,2,0,1
C[C@H]1CN([C@@H](C)CO)C(=O)c2cc(NC(=O)Cc3cn(C)c4ccccc34)ccc2O[C@@H]1CN(C)C,1.2,1,0,0,-2,-11,0,-8
CCOC(=O)c1c(-c2cccc([N+](=O)[O-])c2)cn2ccccc12,0.1,-2,x,x,-3,-19,-2,-11
C[C@H]1CN([C@@H](C)CO)C(=O)Cc2cc(NC(=O)Cc3cn(C)c4ccccc34)ccc2O[C@@H]1CN(C)Cc1ccc(C(F)(F)F)cc1,0.1,1,2,48,-3,-9,-1,-2
Cc1ccc2c(c1)[C@H]1[C@H](CO2)[C@H](c2ccccc2)[C@]2(C)C(=O)N(Cc3ccc(Cl)cc3)CC(=O)N12,0.0,x,9,-1,-3,-12,-2,x
COCC(=O)Nc1ccc2c(c1)C(=O)N(C)[C@@H]1CC[C@@H](CC(=O)NCCc3ccncc3)O[C@@H]1CO2,0.2,-9,1,1,-5,7,0,-4
CCOC(=O)CSC1=N/C(=C\c2ccc(OC)c(OC)c2)C(=O)N1C,0.1,-4,6,x,-2,-8,1,x
CC(C)N(Cc1ccccc1)C(=S)Nc1ccc(F)cc1,0.0,-2,x,x,0,8,2,x
Cc1nn(-c2ccccc2)c(Cl)c1/C=N/NC(=O)c1ccn[nH]1,0.4,-5,-20,2,-9,-45,1,-2
C[C@H](CO)N1C[C@H](C)[C@H](CN(C)S(=O)(=O)c2ccc(C#N)cc2)Oc2ncc(-c3ccccc3)cc2C1=O,-0.8,-5,-4,19,30,-7,-4,-1
COCC#Cc1ccc2c(c1)O[C@H](CN(C)Cc1ccccc1)[C@H](C)CN([C@H](C)CO)S2(=O)=O,0.4,-3,0,-4,10,1,6,6
Cc1ccc2c(c1)c1nnc(SCC(=O)N3CCCc4ccccc43)nc1n2CC(=O)O,0.4,x,x,x,3,6,5,x
O=C1CC(N2CCSCC2)C(=O)N1c1ccccc1 (stereo not drawn),0.2,-1,x,x,-1,18,0,-6
C[C@@H]1CN([C@@H](C)CO)C(=O)c2cc(-c3ccc(C#N)cc3)cnc2O[C@H]1CN(C)C(=O)Nc1ccccc1,-0.1,-18,4,2,-4,3,2,-16
Cc1ccc(-c2ccc([C@H]3[C@@H](CO)N4CCCCN(C(=O)c5ccc(F)cc5)C[C@@H]34)cc2)cc1,0.0,6,-4,8,6,-1,-1,0

Some of the entries so far, with values under each structure:
Each structure is followed by: XiGFP reactiv, SIRT5 inh, Cneo AK release, Statin myotox sup, S100A4 inh HTS, LGR2 inh, ERAP1 HTS inh, PGC1a acetyl inh
COc1cc(Cl)c(C)cc1NC(=O)CCCn1c(=O)oc2ccccc21
 : 0.0, -1, x, x, -5, 2, -1, x
O=C(Nc1ccccc1F)c1ccc(CN2CCc3ccccc3C2)cc1
 : 0.0, -4, 0, -2, 1, -2, -1, -14

New compounds follow:
molecule,XiGFP reactiv,SIRT5 inh,Cneo AK release,Statin myotox sup,S100A4 inh HTS,LGR2 inh,ERAP1 HTS inh,PGC1a acetyl inh
CNC[C@@H]1Oc2cc(C#Cc3ccccc3OC)ccc2S(=O)(=O)N([C@@H](C)CO)C[C@H]1C,0.1,-29,-3,-8,-10,3,-3,-42
COc1ccccc1N1CCN(S(=O)(=O)CCNC(=O)c2cc(OC)c(OC)c(OC)c2)CC1,0.4,0,1,-5,-5,15,1,2
CCCCn1nc(C(=O)N(CC(C)C)c2c(N)n(CCCC)c(=O)[nH]c2=O)c2ccccc2c1=O,-0.1,7,-1,0,7,-6,4,x
C[C@@H]1CN([C@H](C)CO)S(=O)(=O)c2ccc(/C=C/c3ccccc3)cc2O[C@H]1CN(C)Cc1cncnc1,-1.0,11,2,-65,-6,24,-3,-2
O=C(Nc1ccccc1)N1C[C@@H]2[C@H](c3ccccc31)[C@H](CO)N2C(=O)c1cccnc1,0.4,x,-5,21,x,-33,x,-2
CCN(CC)CCCNCC(=O)Nc1cc(C)on1,0.0,-4,x,x,-2,7,-1,x
Cc1ccc(C)c(NC(=S)NC(=O)c2cncc(Br)c2)c1,0.1,1,5,x,2,-7,-3,7
C/C=C/c1cnc2c(c1)C(=O)N([C@@H](C)CO)C[C@H](C)[C@H](CN(C)C(=O)C1CCCCC1)O2,0.2,8,0,16,7,5,1,-5
O=C(Cc1ccc(NC(=O)C2CCN(C(=O)c3ccccc3)CC2)cc1)Nc1cccc(C(=O)N2CCCCC2)c1,-0.1,3,-5,7,-15,7,-2,0
O=C(O)c1ccccc1C(=O)N1CCN(Cc2ccc3c(c2)OCO3)CC1,-0.1,1,1,3,4,-8,1,6
Cc1cc(Cl)ccc1OC(C)C(=O)Nc1cnn(CCCC(=O)O)c1 (stereo not drawn),-0.1,-3,5,0,-8,4,2,10
O=C(c1cc(-c2cccc(O)c2)on1)N1CCCC1,0.0,-1,-2,-4,-6,-39,-6,x
CCCCN(CCCNc1ncnc2nc[nH]c12)c1ccccc1,0.0,0,0,20,-2,18,5,3
CCN1C(=O)[C@@H]2[C@@H](c3ccc(-c4ccc(OC)cc4)c(OC)c3)N3CCCC[C@@]3(C(=O)OC)[C@@H]2C1=O,0.0,3,1,7,-10,0,1,-30
CCOC(=O)[C@]12CCC=C1N(Cc1ccc3c(c1)OCO3)C(=O)[C@H](CC(=O)NCCCOC)C2,-0.1,2,x,x,-2,-2,-2,x
O=C(N/N=C\c1coc2ccccc2c1=O)c1ccco1,0.0,-5,-3,x,1,5,2,4
COc1ccc2nc(/N=C/c3c(C)[nH]n(-c4ccc(C)cc4C)c3=O)sc2c1,0.0,x,-3,x,3,-3,11,x
CCCNC(=O)C[C@@H]1C[C@H]2c3cc(NC(=O)NC4CCCCC4)ccc3O[C@H]2[C@@H](CO)O1,0.0,-7,-2,-2,-4,-9,0,-2
CO[C@@H]1CN(C)C(=O)c2ccc(NC(=O)CC(F)(F)F)cc2OC[C@@H](C)N(CC2CC2)C[C@@H]1C,0.1,-3,x,x,2,12,-1,1
CCN(CC(=O)NCc1ccc(F)cc1)C(=O)C1CCN(S(=O)(=O)c2ccc(C(C)C)cc2)CC1,0.0,-2,x,8,-2,11,2,-8
CN1C(=O)NC(c2ccc(C(F)(F)F)cc2)C2=C1CC(C)(C)CC2=O (stereo not drawn),-0.1,-1,1,-1,3,9,1,12
COc1ccc(C(=O)CCC(=O)Nc2ccc(N3CCCCC3)cc2)cc1OC,0.1,-4,-1,22,-4,-7,5,x
COc1ccc(OC(=O)c2c(C)nn(-c3ccccc3)c2C)cc1,0.2,7,4,-1,2,-46,2,5
COc1ccc(C(C)(C)C)cc1NC(=O)C1CCCO1 (stereo not drawn),-0.2,-2,30,-7,-5,1,-1,x
CCCN(CC(=O)Nc1ccccc1C)C(=O)CCCNC(=O)c1ccc(Cl)cc1,0.1,-2,-1,-5,-10,12,2,x
CC(/C=N/NC(=O)c1cc(-c2ccccc2)nc2ccccc12)=C\c1ccco1,0.1,x,0,-35,x,2,x,9
CCOC(=O)N1CCN(C(=O)c2cccc(N3C(=O)NC4CC3(C)Oc3ccc(Cl)cc34)c2)CC1 (stereo not drawn),-0.1,-2,0,-10,-2,10,0,-5
COc1ccc(Cc2nnc(NC(=O)Nc3ccccc3F)s2)cc1OC,0.0,0,0,-11,1,5,3,-44
C=CCN1CCOc2ccc(C)cc2S1(=O)=O,-0.2,-2,0,12,-2,-1,-3,x
CC(C)=CC(=O)N1CCCC(N2CCN(c3ccccc3C)CC2)C1 (stereo not drawn),0.2,4,3,14,1,2,0,2
O=S(=O)(NCC1CCCO1)c1ccc(Cl)c(C(F)(F)F)c1 (stereo not drawn),x,x,-2,26,x,10,x,-9
CCCNC(=O)[C@@]1(C)c2ccccc2C(=O)N(Cc2ccc(OC(F)(F)F)cc2)[C@H]1c1ccc(CO)cc1,x,-1,-6,x,38,x,-2,-14
COc1ccc(N(C)S(=O)(=O)c2cccc(C(=O)NCC3CCCCC3)c2)cc1,0.5,x,x,x,-2,12,-1,x
CC1(c2ccccc2)NC(=O)N(CC(=O)NNC(=O)c2ccccc2)C1=O (stereo not drawn),0.5,-1,3,5,-12,-12,-8,x
Nc1nnc(SCC(=O)OCc2ccccc2)s1,0.0,-6,4,-3,-19,-18,-3,x
O=C(Nc1ccc2c(c1)OCO2)N1CCN(c2ccc(F)cc2)CC1,0.3,-2,x,x,4,-40,-1,x
